From PubChem BioAssay
pCIP destab: compounds decreasing mouse p/CIP protein stability; F442A p/CIP-EGFP cells, EGFP fluorescence, 16 h; decrease of EGFP signal, % at 10 µM; Q05BA5; 290,000 tested, 0.01% active;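 active = EGFP signal decrease of at least 30% at 10 µM or well 3 SD below plate mean, unless failing retest; inactive = the rest, including hits failing retest or dose response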; note: some compounds called inactive have numbers as strong as hits; many of its hits are not listed in these tables
IDE act: activators of human insulin-degrading enzyme in cells; 340,000 tested, 0.073% active; activation, % at 5.96 µM; HEK cells, FAbeta-B cleavage, fluorescence polarization; 0% vehicle, 100% cell-free pure enzyme wells; AID 493087; P14735;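 active = activation above the mean of all tested compounds plus 3 SD, set per screening campaign, cut at about 17% in these data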
IDE inh: inhibits human insulin-degrading enzyme in HEK cells; P14735; FAbetaB cleavage, fluorescence polarization; inhibition, % at 5.59 µM; 320,000 tested, 0.41% active; AID 434962;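 active = percent inhibition above the average of all tested compounds plus 3 SD, set per screening campaign, cut at about 16% in these data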;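 note: IDE supplied by intact live HEK cells; FP after avidin binding of uncleaved biotin substrate so inhibition keeps polarization high; 0% = DMSO wells and 100% = 60 µM reference IDE inhibitor Ii1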
CRFBP-R2 agonist: agonists of human CRF-binding protein/CRF-R2 receptor complex. activation, % at 13.2 µM. HEK293 CRF-R2/CRF-BP, calcium dye fluorescence (FLIPR); percent of saturating CRF peptide response. 350,000 tested, 0.46% active;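 active = activation of at least 50%, plus an integration ratio under a set limit after plate pattern correction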;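 note: plate controls were neutral control wells without compound for no effect and CRF at EC100 for full effect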
GalR3 antagonist: human GalR3 antagonism | O60755 | HEK293 GalR3-CNG cAMP membrane potential fluorescence; galR3 body fused to GalR1 C-terminus | inhibition, % at 3 µM | 360,000 tested, 0.44% active;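 active = inhibition above the screen-wide average plus 3 SD, cut at about 13% in these data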;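 note: forskolin and galanin both at EC90 stimulate the cells; cAMP rise reported by CNG channel membrane potential dye signal; 0% = forskolin plus galanin with DMSO and 100% = forskolin alone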
Target sequence (O60755 1-299 limits assumed): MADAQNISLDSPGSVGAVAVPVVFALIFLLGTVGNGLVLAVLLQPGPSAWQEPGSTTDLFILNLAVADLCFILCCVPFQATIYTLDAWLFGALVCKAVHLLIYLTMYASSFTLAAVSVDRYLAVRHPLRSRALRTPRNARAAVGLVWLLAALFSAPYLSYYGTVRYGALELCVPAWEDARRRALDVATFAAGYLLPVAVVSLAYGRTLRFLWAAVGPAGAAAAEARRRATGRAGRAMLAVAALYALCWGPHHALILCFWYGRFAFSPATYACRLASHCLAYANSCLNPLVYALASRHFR
CRFBP-R2 block: blocks CRF-induced signaling of the CRF-BP/CRF-R2 complex | AID 588475 | HEK293 CRF-R2/CRF-BP, CRF-induced calcium fluorescence | 350,000 tested, 0.59% active | inhibition, % at 11.8 µM;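 active = inhibition of the ligand-induced calcium signal above about 50% at the single tested concentration, limit read from the data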
CHRM4 PAM: potentiates acetylcholine response at human M4 receptor. activation, % at 3 µM. 360,000 tested, 0.4% active. CHO-K1 hM4/Gqi5, Fluo-8 calcium fluorescence, ACh EC20; 0% = ACh EC20, 100% = maximal ACh. AID 624126. P08173;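 active = activation above its plate's cutoff, the mean activation of sample wells plus 3 SD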; note: some results filed as inactive read as strong as hits
Target sequence (P08173 whole entry, looked up): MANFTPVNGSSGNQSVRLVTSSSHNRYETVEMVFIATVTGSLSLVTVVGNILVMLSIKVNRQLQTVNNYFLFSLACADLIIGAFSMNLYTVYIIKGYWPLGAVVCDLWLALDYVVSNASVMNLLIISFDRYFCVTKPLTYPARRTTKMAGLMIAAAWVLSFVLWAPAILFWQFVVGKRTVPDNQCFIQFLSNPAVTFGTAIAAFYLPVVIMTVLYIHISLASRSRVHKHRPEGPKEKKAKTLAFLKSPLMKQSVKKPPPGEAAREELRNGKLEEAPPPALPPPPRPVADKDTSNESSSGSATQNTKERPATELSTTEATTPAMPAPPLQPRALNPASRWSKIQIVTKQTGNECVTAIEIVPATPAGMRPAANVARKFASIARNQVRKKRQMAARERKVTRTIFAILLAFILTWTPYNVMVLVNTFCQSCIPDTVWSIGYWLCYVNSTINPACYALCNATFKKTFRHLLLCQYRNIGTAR
PHOSPHO1 inh: blocks human PHOSPHO1 phosphatase activity | inhibition, % at 13.3 µM | 290,000 tested, 1.1% active | recombinant PHOSPHO1, absorbance phosphatase assay; in the data active = inhibition above about 60%
Target sequence (Q8TCT1 whole entry, looked up): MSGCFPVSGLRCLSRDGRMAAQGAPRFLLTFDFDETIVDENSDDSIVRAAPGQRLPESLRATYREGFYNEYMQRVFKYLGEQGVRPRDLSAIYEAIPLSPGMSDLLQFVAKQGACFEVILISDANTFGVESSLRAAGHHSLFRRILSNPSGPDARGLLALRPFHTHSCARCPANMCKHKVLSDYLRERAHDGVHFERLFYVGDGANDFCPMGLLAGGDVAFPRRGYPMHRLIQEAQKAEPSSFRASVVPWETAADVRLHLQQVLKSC
MEKK3 PB1 HTS: modulators (inhibitors or enhancers) of MEK5 binding to human MEKK3 PB1 domain; bead-based flow cytometry, Alexa488-MEK5 binding to MEKK3; actives lie on both sides; 0 = blocked by unlabeled MEK5, 100 = vehicle; binding response (% of control), % at 10 µM; 290,000 tested, 1.4% active; Q99759;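 active = binding response more than 3 SD above or below the average of its plate-row segment, actives on both sides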;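 note: Alexa488 bead fluorescence after subtracting the streptavidin-only scavenger bead signal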
* hit, by the source's call; · = not tested or not shown.

SMILES	pCIP destab	IDE act	IDE inh	CRFBP-R2 agonist	GalR3 antagonist	CRFBP-R2 block	CHRM4 PAM	PHOSPHO1 inh	MEKK3 PB1 HTS
COc1cccc(C(C(=O)NC(C)(C)C)N(C(=O)CCC(=O)Nc2cc(C)on2)C2CC2)c1OC (configuration not stated)	-10.7	0.9	2.3	-1.5	-0.8	-7.1	-1.8	20.0	94.0
CC(C)Oc1ccc(C(CC(=O)O)c2ccc(F)cc2)cc1 (configuration not stated)	0.0	3.2	-4.0	-0.2	-8.5	9.4	-0.6	23.6	66.0
COc1ccc(C2CC(c3ccccc3)=NN2c2ccc(Cl)c(C(=O)O)c2)cc1 (configuration not stated)	13.1	0.7	-1.1	-1.3	-5.6	22.9	17.4	-10.7	105.0
COc1ccc(C(=O)N(C)CC(O)c2ccccc2)cc1OC1CCN(C(C)=O)CC1 (configuration not stated)	-0.9	5.6	4.1	-0.6	-2.3	9.0	5.2	37.6	108.0
Cc1nc(N)[nH]c(=O)c1CCCNS(=O)(=O)c1ccc([N+](=O)[O-])cc1	·	1.3	·	1.4	-7.3	1.4	-3.2	·	·
COc1ccc(NC(=O)c2cc(-c3ccc(C)cc3)on2)cc1OC	-14.1	0.3	4.1	-1.6	-8.3	10.6	-1.7	22.9	98.0
O=C(Nc1ccc(Cl)cc1)N1N=CCC1c1ccccc1 (configuration not stated)	-5.0	·	5.7	1.3	-4.2	-4.0	-4.0	7.5	88.0
COc1cc(O)cc2cc3c(c(O)c12)C(=O)CC(C)(O)O3 (configuration not stated)	-3.2	2.6	3.9	16.1	-6.1	-5.2	1.7	-0.6	107.0
COC(=O)C(CC(=O)CNC(=O)c1ccccc1)NC(=O)c1ccccc1 (configuration not stated)	·	0.7	·	0.2	-2.6	6.5	11.6	·	·
CC(C)COc1ccc(S(=O)(=O)NNC(=O)c2cc3ccccc3o2)cc1	4.1	-4.7	1.1	4.9	-3.6	-33.4	-5.3	-6.9	102.0
CCCCC(=Nc1ccccc1OC)C1=C(O)CC(c2ccccc2)CC1=O (configuration not stated)	-15.4	0.5	3.3	-0.7	-3.4	19.8	10.0	-23.7	112.0
O=C(CCSc1nc(-c2ccco2)cc(C(F)(F)F)n1)NCc1ccccn1	-4.6	-1.1	3.1	-0.8	0.5	0.7	-6.5	20.0	104.0
CC1=NN(Cc2ccccc2)C(=O)C1C(c1ccncc1)C(C#N)C#N (configuration not stated)	2.4	2.2	3.7	-2.1	-5.1	38.6	1.5	-0.8	75.0
CSCCOC(=O)C1=C(C)NC(=O)NC1c1ccc2c(c1)OCO2 (configuration not stated)	-9.0	-0.8	·	-0.4	-7.3	5.8	-0.6	23.9	103.0
O=C(COC(=O)c1ccccc1Cl)Nc1cccnc1Cl	·	0.4	8.1	-0.3	-1.0	0.9	6.9	·	·
CC(C)c1ccccc1NC(=O)Cn1c(-c2ccccc2Cl)nc2ccccc21	-3.8	0.3	-5.4	-0.9	-4.8	5.3	14.1	0.3	93.0
O=C(COc1ccc(Cl)cc1)NCCN1CCCCC1	7.4	1.5	-1.2	-1.0	-3.8	-2.9	3.1	4.7	97.0
COc1ccc(CCNC(=O)CN(C2CCCCC2)S(C)(=O)=O)cc1OC	5.3	3.2	0.8	-1.3	-2.4	23.5	10.2	9.7	84.0
CCNc1nc(NC(C)CC)nc(Oc2ccc(=O)[nH]n2)n1 (configuration not stated)	-5.0	2.2	4.4	10.8	-1.7	-18.3	3.0	7.8	97.0
O=C(CCN1N=C(c2ccccc2)CCC1=O)NC1CCCCC1	·	·	·	-0.8	2.1	-6.0	2.5	·	·
Cc1ccc(S(=O)(=O)N(C)CC(=O)Nc2nc3ccccc3s2)cc1	-3.0	6.2	6.7	-0.5	-4.9	-7.7	-8.6	-54.1	93.0
CCOc1ccc(NS(=O)(=O)c2ccc3c(c2)n(C)c(=O)n3C)cc1	-14.0	4.1	1.1	0.2	-6.5	-7.8	-4.9	·	106.0
CC(C)OC1(c2ccccc2)OC(=O)c2ccccc21 (configuration not stated)	-10.6	-5.6	-0.5	0.2	-4.8	36.8	7.6	34.3	92.0
Cc1cccc(C)c1NC(=O)CCCCCC1NC(=O)NC1C (configuration not stated)	11.8	-42.5	22.3*	-1.3	-4.0	3.2	-1.5	-5.3	104.0
CCC1CCc2c(sc(NC(=O)CSc3nc(-c4ccco4)cc(C(F)(F)F)n3)c2C#N)C1 (configuration not stated)	-4.9	2.6	-1.5	1.2	-2.5	-11.5	3.6	4.1	99.0
COc1ccc(-c2nn(CCC(=O)O)cc2/C=N/NC(N)=S)cc1	-18.9	-8.1	-1.9	1.3	-5.1	-0.3	22.7	23.1	98.0
Cc1ccccc1-c1ncc(CN2CCC(CO)(CCCc3ccccc3)CC2)cn1	6.0	2.2	-6.0	0.2	-8.3	-16.0	0.0	9.3	108.0
Cc1ccc(-c2cc(C(F)F)nc3sc4c(=O)[nH]cnc4c23)cc1	·	1.7	3.9	-0.4	-6.5	2.4	3.6	·	·
O=C(COC(=O)/C=C/c1cccs1)Nc1nc(-c2cccc(Br)c2)cs1	-7.0	6.1	-4.2	1.2	-3.1	-24.7	-4.8	25.1	91.0
Cc1cccc(C(CC(=O)O)n2cccc2)c1 (configuration not stated)	-4.9	3.2	-2.1	-0.8	4.1	-0.2	1.4	9.1	108.0
COc1ccccc1N1CCN(C(=O)Cn2c(=O)oc3cc(S(=O)(=O)N4CCCC4)ccc32)CC1	5.7	-2.8	0.4	3.7	-1.5	6.1	3.7	30.6	98.0
CC(C)(C)OC(=O)NNC(=O)NC12CC3CC(CC(C3)C1)C2	-4.9	9.0	4.8	-0.3	-6.3	-6.7	5.3	52.3	103.0
COC(=O)c1ccccc1NC(=O)c1cccc(NC(=O)CSCc2ccccc2)c1C	-2.5	9.7	-1.5	10.1	-5.0	12.0	3.9	-0.3	100.0
CC1CC(C)CN(C(=O)COC(=O)c2ccc(N3CCCC3=O)cc2)C1 (configuration not stated)	·	-1.4	-1.9	0.0	-0.8	10.6	8.7	·	·
Cc1ncoc1C(=O)NCCC(c1ccccc1)c1ccccc1	-5.4	4.8	10.1	-0.8	4.5	-5.3	-1.9	-20.0	94.0
CC1CC(C)(C)NC(=S)N1CC(=O)NCc1ccc(F)cc1 (configuration not stated)	-3.0	1.1	-5.0	0.0	5.2	-5.9	-3.7	20.2	101.0
COc1ccc(C2CCCN2C(=O)Nc2ccccc2)cc1OC (configuration not stated)	-6.0	8.8	-2.6	-0.9	1.2	16.0	1.2	-9.3	99.0
O=C1OCC/C1=C\NCCCCCCCCN/C=C1\CCOC1=O	·	·	·	-1.2	2.8	-11.0	5.0	·	·
CC(=O)Nc1ccc(N(C(=O)c2ccccn2)C(C(=O)NC2CCCCC2)c2ccc(F)cc2)cc1 (configuration not stated)	-9.3	-1.9	0.0	-0.1	-8.8	1.9	-2.2	30.5	96.0
CCCn1c(C(O)c2ccc(OC)cc2)nc2ccccc21 (configuration not stated)	-11.7	-1.3	-7.0	-0.9	-6.2	4.5	-0.5	-1.9	96.0
CCOC(=O)c1cc(C)n(S(=O)(=O)c2ccc(C)cc2)c1C	9.3	5.9	-1.1	-1.6	-7.4	14.3	8.5	18.3	103.0
O=C(CNS(=O)(=O)c1ccccc1)NNC(=O)C(Cl)Cl	-3.6	2.3	0.4	2.7	-0.4	-6.8	-6.0	27.8	95.0
CN1CCN(C(=O)CN2C(=O)NC(C)(c3ccc4ccccc4c3)C2=O)CC1 (configuration not stated)	·	3.2	3.7	-0.5	-2.5	-5.3	1.7	·	·
Cc1occc1C(=O)N1CCN(S(C)(=O)=O)CC1	-11.3	-5.6	2.2	-1.8	-3.2	5.3	5.6	5.7	109.0
CC(=O)Nc1cccc(N2CCCC2=O)c1	-8.8	4.2	0.3	4.2	-5.6	-14.0	-2.7	5.0	100.0
COC(=O)c1cnc(SCc2ccc(Cl)cc2)n1C	-10.3	-2.3	1.4	0.5	-3.5	1.4	-3.5	2.2	96.0
Cc1cc(NS(=O)(=O)c2ccc(NC(=O)CSc3nnc(-c4ccco4)n3Cc3ccco3)cc2)nc(C)n1	-12.4	1.7	6.2	0.2	4.5	1.9	-8.0	-27.4	98.0
O=C(c1cn(-c2ccccc2)nc1-c1ccc(F)cc1)N1CCOCC1	3.4	1.0	3.3	-0.8	-3.6	5.6	2.4	2.9	91.0
CC(=O)OCCN1CCN(C(=O)CN2C(=O)NC(c3ccccc3)(c3ccccc3)C2=O)CC1	11.6	-0.4	2.0	0.1	-8.4	14.3	1.4	29.0	98.0
Cc1ccc(-c2cc(C(=O)N/N=C/c3cccnc3)c3ccccc3n2)cc1C	·	·	1.3	1.3	4.9	-6.7	-7.1	·	·
CCOc1ccccc1N(CC)C(=O)Cn1ncc2c(=O)oc3ccccc3c21	-12.7	-0.4	-3.6	1.3	·	6.0	3.7	-7.1	107.0
CC1CCCN(C(=O)Cn2c(-c3nonc3N)nc3ccccc32)C1 (configuration not stated)	-9.2	0.4	-1.2	-1.9	-2.4	7.2	-8.2	-4.6	96.0
O=C(CSC1CS(=O)(=O)c2cc([N+](=O)[O-])ccc21)NNC(=O)c1ccc(Cl)cc1 (configuration not stated)	1.9	-6.0	7.1	1.4	-3.2	-8.5	-2.4	46.4	95.0
Nn1c(Cc2ccccc2F)nnc1SCCOc1ccc(Cl)cc1	5.5	3.9	-3.0	0.2	-2.6	13.6	5.2	-10.9	105.0
CCOC(=O)CCc1c(C)nc(SCCN2CCCC2)c(C#N)c1C	-23.4	-1.4	9.1	5.1	-5.1	-0.6	-2.5	-1.0	89.0
O=C(CN1C(=O)S/C(=C\c2ccccc2F)C1=O)NCCCn1ccnc1	-3.7	-5.6	0.1	-0.2	-6.4	6.2	17.2*	39.9	96.0
COc1ccc(-c2nc(C#N)c(N3CCC(C(N)=O)CC3)o2)cc1OC	-5.6	-0.5	5.0	-0.4	1.1	23.7	0.7	44.7	101.0
O=C(Nc1cccc(S(=O)(=O)N2CCOCC2)c1)c1ccccc1[N+](=O)[O-]	·	-0.6	1.7	0.4	-0.4	-4.7	7.1	·	·
O=C(NCCCN1CCC(Cc2ccccc2)CC1)c1ccc(CS(=O)c2ccccc2Cl)o1 (configuration not stated)	·	·	·	-1.1	-9.4	-11.6	-13.7	·	·
CCc1cc(Cn2nc(-c3ccccc3)cc2C(=O)NCc2cccs2)on1	·	7.2	-0.3	9.6	-6.3	-5.8	1.4	·	·

Some of the entries so far, with values ahead of the structure.
pCIP destab | IDE act | IDE inh | CRFBP-R2 agonist | GalR3 antagonist | CRFBP-R2 block | CHRM4 PAM | PHOSPHO1 inh | MEKK3 PB1 HTS | Structure
-10.3 | -2.3 | 1.4 | 0.5 | -3.5 | 1.4 | -3.5 | 2.2 | 96.0 | COC(=O)c1cnc(SCc2ccc(Cl)cc2)n1C
-3.7 | -5.6 | 0.1 | -0.2 | -6.4 | 6.2 | 17.2* | 39.9 | 96.0 | O=C(CN1C(=O)S/C(=C\c2ccccc2F)C1=O)NCCCn1ccnc1
· | -0.6 | 1.7 | 0.4 | -0.4 | -4.7 | 7.1 | · | · | O=C(Nc1cccc(S(=O)(=O)N2CCOCC2)c1)c1ccccc1[N+](=O)[O-]
11.6 | -0.4 | 2.0 | 0.1 | -8.4 | 14.3 | 1.4 | 29.0 | 98.0 | CC(=O)OCCN1CCN(C(=O)CN2C(=O)NC(c3ccccc3)(c3ccccc3)C2=O)CC1
